# Source: PubChem (several laboratories)
# GPR7 antagonist: GPR7 receptor antagonists, primary screen, cell-based, fluorescence, single concentration; hit rate 1.1% among 290,000; GPR7-expressing cells, fluorescence antagonist assay; Neuropeptides B/W receptor type 1 (Homo sapiens), P48145; inhibition, % at 4.4 µM; AID 1861, 2009; in the data active = inhibition above about 16%, passing the limit was not always enough;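 note: cells stimulated with the agonist NPW; 0% = agonist with vehicle and 100% = vehicle without agonist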
# Target sequence (P48145 whole entry, looked up): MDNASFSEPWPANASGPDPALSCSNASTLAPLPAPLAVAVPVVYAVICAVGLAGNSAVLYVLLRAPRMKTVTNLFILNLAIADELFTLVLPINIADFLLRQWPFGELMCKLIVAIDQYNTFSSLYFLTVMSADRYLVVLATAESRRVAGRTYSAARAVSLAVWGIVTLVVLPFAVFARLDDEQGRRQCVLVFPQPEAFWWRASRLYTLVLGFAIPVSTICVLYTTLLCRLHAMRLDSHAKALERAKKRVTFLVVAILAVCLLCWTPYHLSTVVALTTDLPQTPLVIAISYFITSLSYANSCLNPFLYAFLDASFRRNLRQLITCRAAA
# MEKK2 mut-MEK5: MEK5 binding signal on mutant MEKK2 PB1, primary screen, biochemical, multiplex bead flow cytometry, Alexa488-MEK5; percent response, % at 10 µM; AID 1530, 2009; hit rate 0.35% among 290,000; Alexa488-MEK5 binding to MEKK2 mutant; in the data active = percent response above about 24%, passing the limit was not always enough; note: inactives centre near 1; some results filed as inactive read as strong as hits; reference of the scale not given here
# MEKK3 PB1 HTS: modulators of MEKK3-MEK5 PB1 binding, primary screen, biochemical, wildtype MEKK3, multiplex bead flow cytometry, Alexa488-MEK5; Mitogen-activated protein kinase kinase kinase 3 (Homo sapiens), Q99759; bead-based flow cytometry, Alexa488-MEK5 binding to MEKK3; actives lie on both sides; 0 = blocked by unlabeled MEK5, 100 = vehicle; binding response (% of control), % at 10 µM; hit rate 1.4% among 290,000;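 active = binding response more than 3 SD above or below the average of its plate-row segment, actives on both sides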;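 note: Alexa488 bead fluorescence after subtracting the streptavidin-only scavenger bead signal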
# PfM18AAP inh: PfM18AAP inhibitors, malaria aminopeptidase, primary screen, biochemical, QFRET, recombinant enzyme. M18 aspartyl aminopeptidase (Plasmodium falciparum 3D7). H-Glu-NHMec fluorogenic cleavage. inhibition, % at 7.35 µM. hit rate 1.2% among 290,000. AID 1822, 2009;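 active = inhibition above the campaign mean inhibition over all tested compounds plus 3 SD, cut at about 28% in these data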;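 note: 0% = plate median of test compound wells and 100% = 2 mM ZnCl2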
# PHOSPHO1 inh: PubChem AID 1565; Phosphoethanolamine/phosphocholine phosphatase (Homo sapiens), Q8TCT1; recombinant PHOSPHO1, absorbance phosphatase assay; inhibition, % at 13.3 µM; hit rate 1.1% among 290,000; in the data active = inhibition above about 60%
# Target sequence (Q8TCT1 whole entry, looked up): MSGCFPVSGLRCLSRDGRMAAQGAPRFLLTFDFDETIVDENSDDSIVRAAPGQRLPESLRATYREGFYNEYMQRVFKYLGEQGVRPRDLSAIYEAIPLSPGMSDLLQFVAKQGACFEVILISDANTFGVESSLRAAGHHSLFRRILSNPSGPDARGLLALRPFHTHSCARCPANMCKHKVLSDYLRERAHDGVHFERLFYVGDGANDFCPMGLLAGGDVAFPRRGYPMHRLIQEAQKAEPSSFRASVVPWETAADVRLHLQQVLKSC
# NALP1 inh: NALP1 inflammasome inhibitors in reconstituted yeast, colorimetric, S. cerevisiae, triplicate retest; hit rate 0.61% among 280,000; AID 2071, 2009; S. cerevisiae NALP1/ASC/caspase-1 growth, X-gal OD620, 72 h; inhibition, % at 10 µM; in the data active = inhibition mostly above about 24%, no sharp cut-off; inactive = mostly below about 32%; note: some compounds called inactive have numbers as strong as hits
# MEKK2 WT-MEK5: modulators of MEK5 binding to wildtype MEKK2, primary screen, biochemical, multiplex bead flow cytometry, Alexa488-MEK5 | Mitogen-activated protein kinase kinase kinase 2 (Homo sapiens), Q9Y2U5 | Alexa488-MEK5 binding to MEKK2 WT; actives lie on both sides | binding response (% of control), % at 10 µM | hit rate 1.1% among 290,000; in the data active = binding response below about 67% or above about 130%
# OXTR ag: human OXTR agonists, primary screen, fluorescence, CHO-OTR cells, Fluo-8 calcium | Oxytocin receptor (Homo sapiens), P30559 | Fluo-8 calcium fluorescence; normalized: DMSO 0%, oxytocin 100% | activation, % at 3 µM | hit rate 0.32% among 320,000;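 active = activation above the mean of all tested compounds plus 3 SD, cutoff set per screening run, cut at about 20% in these data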;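 note: peak over basal fluorescence ratio from a 100 s FLIPR kinetic read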
# Target sequence (P30559 whole entry, looked up): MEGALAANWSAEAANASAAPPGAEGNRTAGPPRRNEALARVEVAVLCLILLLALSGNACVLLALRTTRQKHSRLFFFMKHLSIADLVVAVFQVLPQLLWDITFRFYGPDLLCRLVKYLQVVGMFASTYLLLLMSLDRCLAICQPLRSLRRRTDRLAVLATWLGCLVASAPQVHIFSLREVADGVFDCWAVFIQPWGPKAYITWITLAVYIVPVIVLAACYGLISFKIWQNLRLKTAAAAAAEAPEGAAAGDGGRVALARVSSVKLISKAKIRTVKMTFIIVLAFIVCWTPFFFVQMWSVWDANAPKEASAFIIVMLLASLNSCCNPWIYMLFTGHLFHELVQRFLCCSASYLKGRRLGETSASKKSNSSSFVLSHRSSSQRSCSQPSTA
# FID counter: compounds displacing fluorescent DNA intercalator, primary screen, artefact control for HCV NS3 helicase inhibitor project, biochemical, FID fluorescence; DNA fluorescent intercalator displacement; AID 1845, 2009; inhibition, % at 7.9 µM; hit rate 0.17% among 290,000; in the data active = inhibition above about 37%;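 note: 0% = vehicle and 100% = reference compound; higher means more ethidium bromide displaced from hairpin DNA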
# Active calls of the source: *; . = no result given.
# Screens by letter – A = GPR7 antagonist; B = MEKK2 mut-MEK5; C = MEKK3 PB1 HTS; D = PfM18AAP inh; E = PHOSPHO1 inh; F = NALP1 inh; G = MEKK2 WT-MEK5; H = OXTR ag; I = FID counter
C=CCNC(=O)NC(=O)CSc1nnc(C(F)(F)F)n1C
  A: -1	B: -9	C: 97	D: 6	E: 16	F: -6	G: 88	H: 0.1	I: -2
C/C(=N/Nc1cc(-c2ccccc2)nc(-c2ccccc2)n1)c1ccc(O)cc1
  A: -7	B: -2	C: 96	D: -5	E: -7	F: -37	G: 110	H: -0.7	I: -7
CNC(=S)N1CCC(Cc2ccccc2)CC1
  A: -13	B: 3	C: 102	D: 4	E: 43	F: 12	G: 105	H: .	I: -11
COc1cccc(CCNC(=O)C2CCC(=O)N(Cc3cccc(OC)c3)C2)c1 (stereo unspecified)
  A: 1	B: -10	C: 94	D: -10	E: 9	F: 6	G: 93	H: -1.1	I: -21
COc1ccc(/C=C/C(=O)c2c(C)cc(C)[nH]c2=O)c2ccccc12
  A: -12	B: 4	C: 107	D: -2	E: .	F: -22	G: 94	H: 0.3	I: -11
Cc1ccc(C)c(NS(=O)(=O)c2cc(C(=O)NCC3CCCO3)ccc2C)c1 (stereo unspecified)
  A: -7	B: -3	C: 101	D: -1	E: 28	F: 11	G: 99	H: 0.2	I: -37
CCOC(=O)Cn1nnc(-c2cc(OC)c(OC)c(OC)c2)n1
  A: -7	B: -1	C: 95	D: -2	E: 12	F: -18	G: 95	H: 0.7	I: 14
COc1ccc(C(=O)Cn2c3ccccc3n3nc(CCC(=O)O)c(=O)nc23)cc1OC
  A: 9	B: 4	C: 101	D: -2	E: 0	F: 4	G: 105	H: 0.2	I: -13
O=C(CCl)c1ccc2c(c1)CCN2C(=O)C1CC1
  A: 3	B: -8	C: 110	D: 0	E: 28	F: 0	G: 101	H: -0.4	I: 12
Cc1ccc(SCC2=NN(c3nc(C)cc(C)n3)C(=O)C2)cc1
  A: -7	B: 2	C: 101	D: 2	E: 0	F: 12	G: 98	H: 0.1	I: -33
CCOc1ccc(C(=O)Nc2ccccc2C#N)cc1[N+](=O)[O-]
  A: -8	B: -2	C: 98	D: -12	E: 5	F: 38	G: 92	H: 2.2	I: 3
CC1(C)N=C(c2ccc(Cl)cc2Cl)C(=O)N1
  A: -8	B: 2	C: 102	D: -4	E: 1	F: 4	G: 103	H: 0.0	I: 0
CCOc1ccccc1N1C(=O)c2ccc(C(=O)Nc3cccnc3)cc2C1=O
  A: -15	B: 5	C: 114	D: 6	E: 26	F: 23	G: 109	H: 0.3	I: -12
CCCCCC(=O)Nc1nc(C)c(-c2csc(Nc3ccc(Cl)cc3)n2)s1
  A: -11	B: 4	C: 105	D: -4	E: -143	F: -4	G: 114	H: -0.7	I: 2
CCOc1ncccc1C(=O)OCc1cn2cc(Cl)ccc2n1
  A: 7	B: 0	C: 103	D: -12	E: 20	F: -1	G: 100	H: -0.8	I: -14

# An excerpt from above, reduced to MEKK3 PB1 HTS and PfM18AAP inh.
SMILES	MEKK3 PB1 HTS	PfM18AAP inh
CCCCCC(=O)Nc1nc(C)c(-c2csc(Nc3ccc(Cl)cc3)n2)s1	105	-4
CCOc1ccc(C(=O)Nc2ccccc2C#N)cc1[N+](=O)[O-]	98	-12
Cc1ccc(C)c(NS(=O)(=O)c2cc(C(=O)NCC3CCCO3)ccc2C)c1 (stereo unspecified)	101	-1
COc1ccc(/C=C/C(=O)c2c(C)cc(C)[nH]c2=O)c2ccccc12	107	-2
C=CCNC(=O)NC(=O)CSc1nnc(C(F)(F)F)n1C	97	6

# The results go on:
# Screens by letter – A = GPR7 antagonist; B = MEKK2 mut-MEK5; C = MEKK3 PB1 HTS; D = PfM18AAP inh; E = PHOSPHO1 inh; F = NALP1 inh; G = MEKK2 WT-MEK5; H = OXTR ag; I = FID counter
O=C(c1ccco1)N1CCN(c2ncnc3c2[nH]c2ccc(Br)cc23)CC1
  A: -17	B: .	C: .	D: 6	E: 4	F: -2	G: .	H: .	I: -21
O=C(Cn1c(C2CC2)nc2ccccc2c1=O)Nc1ccc(Br)cc1
  A: 7	B: 2	C: 102	D: 3	E: -8	F: 3	G: 106	H: 3.0	I: 0
COc1ccc(NC2c3ccccc3C(=O)N2Cc2ccco2)cc1OC (stereo unspecified)
  A: 4	B: 5	C: 106	D: -2	E: -18	F: 16	G: 104	H: -1.6	I: -11
O=C(Nc1cc(-c2ccccc2)sc1C(=O)O)c1cccc(F)c1
  A: 34	B: -6	C: 99	D: 13	E: 9	F: 18	G: 101	H: .	I: 14
COc1ccc(C(C(=O)NC2CCCCC2)N(Cc2ccco2)C(=O)c2snc(C(N)=O)c2N)cc1 (stereo unspecified)
  A: -28	B: 0	C: 100	D: 9	E: 31	F: 3	G: 96	H: .	I: -31
O=C(c1ccccc1)c1ccc(C(=O)N2CCOCC2)cc1
  A: 2	B: 0	C: 90	D: 4	E: -8	F: 4	G: 104	H: 1.6	I: -6
CC(=O)Nc1ccc(S(=O)(=O)N2CCN(C(=O)Cc3ccccc3)CC2)cc1
  A: -14	B: 2	C: 101	D: -1	E: -4	F: -35	G: 106	H: 1.0	I: -2
Nc1[nH]c(=O)[nH]c(=O)c1N=Nc1cccc(Cl)c1
  A: -10	B: -2	C: 105	D: 4	E: 12	F: 33	G: 100	H: 0.0	I: -5
CCC1CCc2sc(C(=O)N3CCN(c4ccccn4)CC3)cc2C1 (stereo unspecified)
  A: -8	B: 3	C: 102	D: -7	E: 20	F: 18	G: 101	H: -0.8	I: -45
CS(=O)(=O)c1cccc(C(=O)Nc2ccc3c(c2)OCCCO3)c1
  A: 8	B: -1	C: 102	D: 3	E: 30	F: 4	G: 98	H: 0.9	I: -3
CC(=O)CC(C)(C)NC(C)=S
  A: -8	B: -14	C: 87	D: -1	E: 0	F: -4	G: 91	H: 0.1	I: -6
NNC(=O)C12CC3CC(C1)CC(n1ncnn1)(C3)C2
  A: -12	B: -2	C: 94	D: 4	E: 1	F: 39	G: 99	H: -1.3	I: -10
O=C(Oc1ccc(-c2nnco2)cc1)c1ccc(Br)o1
  A: 13	B: 7	C: 103	D: 12	E: 23	F: 5	G: 106	H: 0.6	I: -9
O=C1SC(c2ccccc2)=C/C1=C\N1CCCCC1
  A: 0	B: -3	C: 96	D: 7	E: -26	F: 29	G: 94	H: 0.4	I: -8
COc1ccc(OCCSc2nnc(CC(=O)Nc3cccc(Cl)c3Cl)n2C)cc1
  A: -5	B: 7	C: 101	D: 3	E: 56	F: 20	G: 113	H: 0.1	I: -8
CN1CCN(C(=O)c2cc(Cl)cc(Cl)c2)CC1
  A: 2	B: 8	C: 105	D: -5	E: 50	F: -8	G: 105	H: 1.0	I: 1
CC(=O)OC[C@H]1O[C@@H](O/N=C/C[C@@H]2C=C[C@H](OC(C)=O)[C@@H](COC(C)=O)O2)[C@H](OC(C)=O)[C@@H](OC(C)=O)[C@@H]1OC(C)=O
  A: 14	B: -5	C: 102	D: -2	E: 6	F: 24	G: 93	H: 0.1	I: -46
COc1cccc(CN2CC(C(=O)NCCC3=CCCCC3)CCC2=O)c1 (stereo unspecified)
  A: 19	B: -1	C: 102	D: -11	E: 43	F: 28	G: 105	H: -0.2	I: -30
COc1ccc(-c2nc(CN3CCC(C(=O)N4CCOCC4)CC3)c(C)o2)cc1C
  A: -1	B: 5	C: 99	D: -9	E: 29	F: -12	G: 101	H: -2.7	I: 4
CC12CC3CC(C)(C1)CC(C(=O)N1CCCC1)(C3)C2
  A: -14	B: 8	C: 99	D: 4	E: 59	F: -9	G: 101	H: .	I: -24
C=C(Br)Cn1cnc2ccccc21
  A: -13	B: -7	C: 98	D: 0	E: -1	F: 18	G: 99	H: 0.7	I: -3
Cc1ccc(CS(=O)(=O)CCC(=O)NC2CC2)cc1
  A: 9	B: 5	C: 102	D: 3	E: 16	F: -1	G: 101	H: -0.4	I: 2
Cc1ccc(-c2nn(-c3ccccc3)cc2C(=O)Nc2cccc(S(=O)(=O)N3CCOCC3)c2)cc1
  A: -1	B: 4	C: 94	D: 3	E: 2	F: 10	G: 113	H: 2.1	I: 0
Cc1nccn1-c1c2c(c(C#N)c3nc4ccccc4n13)CCC2
  A: .	B: 14	C: 104	D: .	E: 19	F: 8	G: 108	H: -0.4	I: .
CCCOC(c1ccccc1)(c1ccccc1)C(Oc1nc(C)cc(C)n1)C(=O)O (stereo unspecified)
  A: -19	B: 1	C: 103	D: -1	E: .	F: .	G: 102	H: -1.0	I: -40
CCc1ccc(Nc2oc(C)cc(=O)c2C(C)=O)cc1
  A: -2	B: 5	C: 106	D: -6	E: 5	F: 10	G: 107	H: 0.1	I: -6
CCOc1ccc2nc(SC(C)C(N)=O)[nH]c2c1 (stereo unspecified)
  A: -1	B: 5	C: 109	D: 3	E: 3	F: 25	G: 114	H: 0.2	I: -4
COCCCNC(=O)Cn1cnc2sc(C)c(S(=O)(=O)N3CCN(c4ccccc4OC)CC3)c2c1=O
  A: -13	B: -1	C: 95	D: -4	E: 2	F: 13	G: 98	H: -0.1	I: -15
O=C(COc1ccccc1)NC1=NCCS1
  A: -10	B: 1	C: 103	D: -6	E: 23	F: -14	G: 102	H: -0.2	I: -2
Cn1c(SCC(=O)NNC(=O)c2ccc(Br)cc2)nnc1-c1cccnc1
  A: -26	B: 7	C: 110	D: 0	E: -4	F: -2	G: 109	H: 0.6	I: -5

# The closing 2 entries of the section above open the next one.
# Screens by letter – A = GPR7 antagonist; B = MEKK2 mut-MEK5; C = MEKK3 PB1 HTS; D = PfM18AAP inh; E = PHOSPHO1 inh; F = NALP1 inh; G = MEKK2 WT-MEK5; H = OXTR ag; I = FID counter
O=C(COc1ccccc1)NC1=NCCS1
  A: -10	B: 1	C: 103	D: -6	E: 23	F: -14	G: 102	H: -0.2	I: -2
Cn1c(SCC(=O)NNC(=O)c2ccc(Br)cc2)nnc1-c1cccnc1
  A: -26	B: 7	C: 110	D: 0	E: -4	F: -2	G: 109	H: 0.6	I: -5
Cc1ccc(NC(=S)c2ccncc2)c(C)c1
  A: -13	B: -7	C: 94	D: -9	E: 34	F: 28	G: 95	H: 0.0	I: -10
CCN(CC)S(=O)(=O)c1ccc(OC)c(NC(=O)C(Cc2ccccc2)N2C(=O)c3ccccc3C2=O)c1 (stereo unspecified)
  A: -4	B: 7	C: 102	D: 3	E: -16	F: 5	G: 112	H: 0.7	I: -18
COc1ccccc1N(CC(N)=O)S(=O)(=O)c1ccc(C)cc1
  A: -11	B: 1	C: 102	D: -3	E: 21	F: 0	G: 102	H: 0.4	I: -4
COc1ccc(/C=C/CN2CCCC(CCC(=O)NCc3ccc(F)c(F)c3)C2)cc1 (stereo unspecified)
  A: 5	B: -6	C: 97	D: -6	E: 39	F: 11	G: 110	H: 0.5	I: 22
Cc1cc(C)c2c(C)nn(-c3ccccc3)c2n1
  A: -6	B: 6	C: 99	D: -4	E: 11	F: 5	G: 117	H: -1.8	I: -10
C=CCn1c(SCC(=O)Nc2ccc(C(=O)OC(C)C)cc2)nnc1-c1cccs1
  A: -6	B: 3	C: 102	D: -1	E: -31	F: 15	G: 106	H: 0.1	I: -15
COc1ccccc1N1CCN(C2CC(=O)N(c3ccc(F)cc3)C2=O)CC1 (stereo unspecified)
  A: -12	B: 12	C: 107	D: -10	E: .	F: -10	G: 110	H: 1.6	I: -11

# This is a random part of the collection, and some 6.2% of all compounds hit somewhere here.
